Screens deposited in PubChem by National Center for Advancing Translational Sciences (NCATS).
IL-2 act = activates IL-2 in a cell-based reporter assay. 360,000 tested, 0.065% active. activation, % (series mostly up to about 46 µM). IL-2 activation reporter assay, cell-based qHTS; stimulated with anti-CD3/CD4/CD28 beads; in transgenic mouse T cells; in the data active = activation above about 50%; inconclusive = mostly about 30% to 49%; note: 0% is about no effect
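Unstimulated transgenic mouse T cells; 60-min compound exposure; bead-based TCR/CD4/CD28 stimulation; 18 h culture, 37 degrees C; dual fluorescence (EGFP, DsRed) plate cytometry.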
PI5P4Ka inh = PI5P4K alpha (human) kinase inhibition. P48426. PI5P4Kalpha enzyme, ADP-Glo luminescence, 60 min; hits give low values. max response, %. 330,000 tested, 1.2% active. AID 652105; active = max response of -50% or lower; inconclusive = between -30% and -50%; inactive = -30% or higher; note: value at the top dose of about 77 µM; % is set by controls: 0 for no effect and ±100 for the full control effect
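Reactions run in 0.038 M HEPES pH 7.4, 0.28 mM EGTA, 0.1% CHAPS and 5% DMSO, with PI5P4Kalpha, substrate, compound and 5 microM ATP final, one hour at room temperature. Readout is ADP-Glo luminescence.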
WRN helicase inh = inhibitors of human WRN helicase. Potency, µM (highest dose often 114 µM), inactives show top-dose activity change, negative = inhibition, usual class: inhibitors. WRN helicase unwinding, fluorescent forked duplex, kinetic. 360,000 tested, 0.46% active. AID 651768; note: potency is the fitted concentration of half-maximal effect; % is set by controls: 0 for no effect and ±100 for the full control effect; nearly all actives have a fitted effect of over 55% in size
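Kinetic fluorescence helicase assay: unwinding of a quenched forked DNA duplex (100 nM final) with 2 mM ATP final raises red fluorescence (525/598 nm). Compounds sat 15 min at room temperature with 20 nM WRN beforehand.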
PLK1 PBD inh = PLK1 (human) polo-box domain binding inhibition | P53350 | Potency, µM, for inactives: max response, negative = inhibition, usual class: inhibitors | Plk1 PBD binding of FITC phosphopeptide, fluorescence polarization | AID 720504 | 360,000 tested, 2.8% active; note: potency is the fitted concentration of half-maximal effect; series mostly up to about 57 µM; % is set by controls: 0 for no effect and ±100 for the full control effect; nearly all actives have a fitted effect of over 65% in size
Target sequence (P53350 whole entry, looked up, the tested form may be a part): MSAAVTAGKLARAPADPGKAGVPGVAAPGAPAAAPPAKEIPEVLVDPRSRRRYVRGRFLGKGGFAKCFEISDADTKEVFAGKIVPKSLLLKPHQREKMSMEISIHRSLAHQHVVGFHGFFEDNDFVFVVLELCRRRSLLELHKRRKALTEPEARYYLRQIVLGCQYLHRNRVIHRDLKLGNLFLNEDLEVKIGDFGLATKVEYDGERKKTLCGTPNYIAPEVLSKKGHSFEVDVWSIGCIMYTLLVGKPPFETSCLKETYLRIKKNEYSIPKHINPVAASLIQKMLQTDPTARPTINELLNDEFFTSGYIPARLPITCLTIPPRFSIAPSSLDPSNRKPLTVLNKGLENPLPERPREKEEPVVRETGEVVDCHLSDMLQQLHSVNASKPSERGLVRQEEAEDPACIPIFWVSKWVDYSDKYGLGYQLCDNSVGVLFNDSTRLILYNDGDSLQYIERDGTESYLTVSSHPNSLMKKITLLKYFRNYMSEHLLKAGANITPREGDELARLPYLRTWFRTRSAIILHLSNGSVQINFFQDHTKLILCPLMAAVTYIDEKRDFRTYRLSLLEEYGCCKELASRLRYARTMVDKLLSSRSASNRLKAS
GLP-1R inv ag = inverse agonists of human GLP-1 receptor. 410,000 tested, 1.6% active. HEK293 GLP-1R CRE-luciferase, luminescence, 24 h; GLP-1R form is constitutively active. Potency, µM (highest dose often 38.3 µM), for inactives: at the highest dose activity change, negative = inhibition, most hits filed as inhibitors. AID 624417; note: potency is the fitted concentration of half-maximal effect; % is set by controls: 0 for no effect and ±100 for the full control effect; nearly all actives have a fitted effect of over 55% in size
Target sequence (P43220 whole entry, looked up): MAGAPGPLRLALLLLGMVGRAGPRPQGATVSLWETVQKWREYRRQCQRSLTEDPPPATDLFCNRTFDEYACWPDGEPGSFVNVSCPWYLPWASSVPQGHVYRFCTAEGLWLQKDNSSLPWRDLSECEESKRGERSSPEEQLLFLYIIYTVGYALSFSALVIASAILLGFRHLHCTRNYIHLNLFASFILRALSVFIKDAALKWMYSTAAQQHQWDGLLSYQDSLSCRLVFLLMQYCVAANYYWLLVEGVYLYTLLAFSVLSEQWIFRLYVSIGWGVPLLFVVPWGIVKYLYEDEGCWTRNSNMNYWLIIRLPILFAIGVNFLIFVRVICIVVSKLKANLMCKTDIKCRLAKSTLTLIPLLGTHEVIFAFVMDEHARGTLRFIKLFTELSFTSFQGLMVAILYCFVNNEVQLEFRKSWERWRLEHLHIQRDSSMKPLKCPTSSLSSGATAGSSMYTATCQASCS
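HEK293 cells stably co-expressing constitutively active GLP-1R and a cAMP-responsive luciferase reporter were seeded in DMEM with 10% Nu serum, given compounds after 12 h, and incubated 24 h at 37 deg C. Luminescence was then read.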
GLP1R cytotox = cytotoxic in the GLP-1 receptor inverse agonist counter-screen. HEK293 cAMP-luciferase reporter cells, luminescence, 24 h. Potency, µM (highest dose often 38.3 µM), without a hit: at the top dose activity change, negative = inhibition, hits mostly inhibitors. 410,000 tested, 0.13% active;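 note: loss of luciferase light is scored as toxicity; potency is the fitted concentration of half-maximal effect; % is set by controls: 0 for no effect and ±100 for the full control effect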
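A 23 nL compound transfer followed 12 hours of cell culture at 37 deg C; exposure then lasted 24 hr. Luciferase assay detection reagent was dispensed and plates read for luminescence after a 12 min room-temperature wait.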
DRD3 antagonist = antagonists of human D3 dopamine receptor. D3R cells, DiscoveRx beta-arrestin luminescence, antagonist mode; hits give low values. max response, negative = inhibition, %. AID 652054. 360,000 tested, 2.5% active; in the data active = max response below about -50%; inconclusive = no clear call, values can overlap the other calls; note: % is set by controls: 0 for no effect and ±100 for the full control effect; mostly tested at two doses, the higher about 12 µM
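Cells expressing the human receptor were seeded at 1500 cells/well, incubated overnight at 37 degrees C in 5% CO2, then exposed to library compounds with dopamine controls for 90 minutes at 37 degrees C before luminescent detection.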
DRD3 agonist = activates the human D3 dopamine receptor | P35462 | D3R DiscoveRx beta-arrestin cells, luminescence, 90 min | max activation, % | 410,000 tested, 0.58% active | AID 652048; in the data active = max activation above about 30%; note: 0% is about no effect; mostly tested at two doses, the higher about 12 µM
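Agonist-mode cell screen: cells plated at 1500/well and incubated overnight at 37 °C, then exposed to library compounds for 90 min at 37 °C. Detection reagent was added for 30–60 min at room temperature, and luminescence was read.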
GLP-1R agonist = agonists of human GLP-1 receptor; HEK293 GLP-1R CRE-luciferase, luminescence, 4-6 h; cells express a hypersensitive GLP-1R form; Potency, µM (highest dose often 45.6 µM), inactives show at the highest dose activation, actives largely listed as activators; 380,000 tested, 0.007% active; AID 624172; note: potency is the fitted concentration of half-maximal effect; % of control where 0% means no effect
* marks the source's active call; other numbers are inactive results; ? = inconclusive; · = not tested or not shown; [ ] = remark or other dose. Unless noted, calls come from the whole dose curve; as a rule, active = well fitted curve in the direction sought with a large enough effect; inconclusive = small, poorly fitted or top-dose-only effect, or another doubt; inactive = no such curve, though single readings can be large; an effect the other way counts as inactive or inconclusive.

SMILES	IL-2 act	PI5P4Ka inh	WRN helicase inh	PLK1 PBD inh	GLP-1R inv ag	GLP1R cytotox	DRD3 antagonist	DRD3 agonist	GLP-1R agonist
COc1ccc(NS(=O)(=O)c2cccc(C(=O)NCC(c3ccc(OC)cc3)N3CCCC3)c2)cc1 (stereo not given)	-0.6	-6	-15%	-6%	?	-9%	?	-13	2%
Cc1ccc(SC(C)C(=O)N2CCC(C(N)=O)CC2)cc1 (stereo not given)	5.1	6	-2%	-6%	16%	0%	8	0	0%
O=C(COC(=O)c1ccc(Br)o1)Nc1ccc(Br)cc1	0.8	-3	5%	2%	10%	-7%	-21	-10	-2%
CC(C)C(=O)Nc1ccc(COc2ccccc2CN(Cc2ccccc2)C(=O)OC(C)(C)C)cc1	-0.7	14	-14%	-9%	?	-4%	0	-11	9%
CCc1c(C)nc2ncnn2c1N1CCCC(C(=O)NCCc2ccccc2)C1 (stereo not given)	1.1	·	-2%	?	0%	-19%	26	7	22%
O=C1COc2ccc(NC(=O)N3CCN(c4ccc(F)cc4)CC3)cc2N1	0.8	·	-22%	-1%	3%	2%	10	2	-9%
Cc1cscc1NC(=O)/C=C/C(=O)O	-0.6	0	5%	4%	-13%	3%	-5	-4	7%
C=CCOC1COC2C(OCC=C)COC12 (stereo not given)	0.3	-2	-24%	-7%	4%	15%	11	2	-9%
CN(C)c1cccc(C(=O)N/N=C/c2ccsc2)c1	-2.3	-11	5%	0%	1%	-4%	14	-1	1%
S=C(NCc1ccc(Cl)cc1)NCc1ccco1	-2.2	-9	2%	-29%	?	?	-23	-3	13%
CC(C)(C)c1nnc(NC(=O)CN2C(=O)C3C4C=CC(C4)C3C2=O)s1 (stereo not given)	0.5	·	7%	-2%	31%[activator]	-5%	27	1	-6%
CCN(CC)C(=O)Cn1cc(C(=O)C(=O)NCc2ccccn2)c2ccccc21	-1.6	2	5%	-30%	16%	-10%	1	-1	2%
N#Cc1c(-c2ccc(Cl)cc2)ccn2nc(C3CCCCC3)nc12	-1.6	-11	5%	5%	1%	-4%	-19	7	6%
O=C(NC1CCOCC1)C1CCC(=O)N(CCc2cccc(F)c2)C1 (stereo not given)	1.2	8	-5%	-2%	15%	1%	21	-5	-13%
COc1ccc(CCNC(=O)C(=O)N/N=C/c2cccs2)cc1OC	0.3	7	-5%	-3%	9%	-5%	4	0	8%
COc1ccccc1C(=O)NC(=O)CSc1nnc(SC)s1	-1.5	6	-8%	-6%	13%	6%	2	1	-4%
CC(=O)C1=C(O)C(=O)N(c2ccc(Br)cn2)C1c1ccccc1F (stereo not given)	0.5	-4	-3%	-4%	-22%	-6%	0	1	-8%
COc1ccc(CNC(=O)COC(=O)CC(NC(N)=O)c2ccc(Cl)cc2)cc1OC (stereo not given)	-0.5	-4	7%	-3%	24%	-11%	15	4	1%
O=C(OCc1ccc(Br)cc1)c1cccnc1Cl	1.6	7	-9%	0%	14%	2%	-11	6	28%
O=C(c1cccc([N+](=O)[O-])c1)N1CCCN(C(=O)c2cccc([N+](=O)[O-])c2)CC1	-3.6	6	2%	-4%	22%	2%	-3	11	5%
Cc1nn(-c2ccccc2)c(N)c1N=O	0.2	3	-4%	-6%	6%	0%	-14	-5	12%
COc1ccccc1CCC(=O)N1CCN(S(=O)(=O)c2cc(C(F)(F)F)ccc2Cl)CC1	0.7	7	-9%	-4%	?	-1%	7	0	13%
Cc1ccc(C(=O)Nc2ccccc2-c2ccccc2)o1	-1.2	0	-36%[57.1 µM]	-10%	?	1%	24	-6	14%
Cc1cc(NC(=O)c2cc(-c3ccccc3)on2)no1	-0.6	·	2%	-5%	7%	2%	17	1	-7%
O=C(CCc1nc2ccccc2c(=O)[nH]1)N1CCN(S(=O)(=O)c2ccc(Cl)c(C(F)(F)F)c2)CC1	-2.6	1	9%	-3%	6%	12%	-15	11	-17%
CCOc1ccccc1N1CCN(Cc2ccc(OC)c(OC)c2)CC1	3.3	-9	19%	-5%	-1%	-14%	0	-5	9%
CC(=O)N1CCC2(CC1)CC(=O)c1cc(OCC(=O)N3CCCC3)ccc1O2	0.3	0	1%	-20%	14%	54%[activator]	-8	2	5%
CC(=O)Nc1cccc(/C(C)=N\NC(=O)c2ccc(Cn3nc([N+](=O)[O-])c(Cl)c3C)o2)c1	-1.3	-24	-7%	21µM*	1%	6%	-7	-10	7%
COc1cccc(C(=O)N2CCSC2=S)c1	-0.8	-1	-2%	?	-8%	-8%	?	-11	-10%
C=CCOC(=O)C1=C(C)NC(=O)NC1/C=C/c1ccccc1 (stereo not given)	0.2	2	5%	0%	0%	-3%	-25	2	-11%
CC1(C(=O)NCc2ccccc2Br)CCN1Cc1ccc(-c2ccccn2)cc1 (stereo not given)	-1.0	9	-1%[57.1 µM]	0%	?	0%	32	1	-5%
CCN(CC)C(=O)CSc1n[nH]c(=O)n1CCc1ccccc1	-2.8	-3	2%	-10%	8%	11%	-3	8	3%
O=C1CC(c2c[nH]c3ccccc23)C(=O)N1 (stereo not given)	3.1	5	4%	-9%	-9%	-12%	1	2	-22%
CC(=O)NC(O)C(=O)c1ccco1 (stereo not given)	-1.0	·	-19%	-6%	-2%	6%	53	-3	-5%
Cc1ccc(Nc2nnns2)cc1C	-1.3	-22	-3%	27µM*	0%	75%[activator]	0	2	4%
CCOc1cc(C)nc(N2CCC(C(=O)NC3CC3)CC2)n1	1.9	-17	15%	-17%	2%	105%[activator]	5	-1	11%
CCOC(=O)c1[nH]c2cc(OC)c(OC)cc2c1N	-0.7	-1	-3%	-3%	0%	-26%	18	8	0%
CC1(C)CC(CC(=O)Nc2nccs2)(c2ccccc2)CCO1 (stereo not given)	-1.8	1	-1%	1%	-14%	-11%	13	20	-1%
CCCCC1CCC(c2ccc(C(N)=O)cc2)CC1 (stereo not given)	-4.2	14	-5%	1%	4%	2%	10	2	-4%
COCCNC(=O)CSc1ccccc1C(=O)NC1CCSc2ccccc21 (stereo not given)	0.3	-5	-3%	-14%	-25%	-3%	1	-3	3%
O=S(=O)(NCCN1CCOCC1)c1cccc(C(F)(F)F)c1	1.1	1	-1%	-6%	22%	3%	-8	5	-1%
O=C(Nc1c(O)c2ccccc2[nH]c1=O)c1ccco1	0.9	-3	-7%	-6%	-6%	1%	10	7	-5%
Cc1csc(NC(=O)CSc2ccccc2F)n1	1.5	3	-10%	-5%	4%	6%	-17	-7	5%
COC(=O)C1=C(C)NC(=O)CC1c1cc2c(cc1Br)OCO2 (stereo not given)	0.0	-1	-3%	3%	-14%	-15%	?	3	6%
CCOC(=O)C1CCCN(C(=O)COc2ccc(C(=O)c3ccccc3)cc2)C1 (stereo not given)	-2.9	0	3%	1%	1.6µM*	-9%	6	-3	9%
CCOC(=O)C1(Cc2cccc(OC)c2)CCCN(C(=O)CCN2CCCO2)C1 (stereo not given)	-1.4	-2	7%	-14%	24%	-3%	-6	-15	8%
O=C1c2ccccc2C(=O)N1Nc1ccc([N+](=O)[O-])cc1[N+](=O)[O-]	0.8	-5	-19%	-15%	1%	-9%	-75*	-25	-3%
COc1ccc(C2=C(c3ccc([N+](=O)[O-])cc3)C(=O)OC2)cc1	-2.0	1	-4%	-1%	0%	13%	4	0	4%
COc1ccc(Cl)cc1NC(=O)CN(C)C(=O)c1sc2ccccc2c1Cl	-0.8	21	-10%	-6%	5.6µM*	-33%	1	-5	21%
COc1cccc(CNC(=O)c2ccc(C)c(S(=O)(=O)N3CCCCC3)c2)c1	-1.0	1	-14%	0%	?	3%	-3	2	-5%
O=C(O)c1ccc(-n2cccc2/C=C2/SC(=O)N(CC(=O)N3CCCC3)C2=O)cc1	0.1	-59*	20µM*	19µM*	9%	-12%	-1	-4	-1%
C=CCO/N=C/C1C(=O)CC(C)(C)CC1=O	-2.5	-3	-35%[57.1 µM]	-9%	14%	14%	?	-2	-2%
Cc1c(C(=O)O)oc2ccc3c(c12)C(O)CC(C)(C)O3 (stereo not given)	-1.6	1	-3%[57.1 µM]	-2%	37%[activator]	3%	0	0	-5%
O=C(CCNS(=O)(=O)c1ccccc1)N1CCC(Cc2ccccc2)CC1	-2.9	-3	3%	2%	?	-13%	30	-2	-1%
Cc1ccc(C)c2[nH]c(=O)c(CCNC(=O)c3ccc(S(=O)(=O)N4CCOCC4)cc3)cc12	-5.0	-57*	-14%	-2%	-4%	-2%	1	1	5%
CC(=O)Nc1c(O)nc(SCC(=O)Nc2cccc(C)c2)[nH]c1=O	0.1	·	-14%	-13%	13%	19%	?	-20	3%
CC1CN(S(=O)(=O)c2cccc(C(=O)NCCC3=CCCCC3)c2)CC(C)O1 (stereo not given)	-0.7	-5	-2%	-3%	?	3%	-2	-3	10%
COc1ccccc1S(=O)(=O)NCc1ccc(C(=O)NC2CCC(O)CC2)cc1 (stereo not given)	-0.6	2	-17%	-7%	14%	7%	11	3	1%
COc1ccc(NS(=O)(=O)c2cccc(C(=O)NNC(=O)CNC(=O)c3ccccc3)c2)cc1	0.0	0	?	-4%	16%	-7%	-28	-20	3%

Four compounds from above, sorted by SMILES length, falling.
SMILES	IL-2 act	PI5P4Ka inh	WRN helicase inh	PLK1 PBD inh	GLP-1R inv ag	GLP1R cytotox	DRD3 antagonist	DRD3 agonist	GLP-1R agonist
O=C1c2ccccc2C(=O)N1Nc1ccc([N+](=O)[O-])cc1[N+](=O)[O-]	0.8	-5	-19%	-15%	1%	-9%	-75*	-25	-3%
CC1CN(S(=O)(=O)c2cccc(C(=O)NCCC3=CCCCC3)c2)CC(C)O1 (stereo not given)	-0.7	-5	-2%	-3%	?	3%	-2	-3	10%
CCOC(=O)C1CCCN(C(=O)COc2ccc(C(=O)c3ccccc3)cc2)C1 (stereo not given)	-2.9	0	3%	1%	1.6µM*	-9%	6	-3	9%
Cc1c(C(=O)O)oc2ccc3c(c12)C(O)CC(C)(C)O3 (stereo not given)	-1.6	1	-3%[57.1 µM]	-2%	37%[activator]	3%	0	0	-5%
